Bioassay records (PubChem BioAssay)
GLP1R ag = qHTS of GLP-1 Receptor Agonists; Glucagon-like peptide 1 receptor (Homo sapiens), P43220; HEK293 GLP-1R CRE-luciferase, luminescence, 4-6 h; cells express a hypersensitive GLP-1R form; Potency, µM (highest dose often 45.6 µM), without a hit: at the top dose activation, actives largely listed as activators; hit rate 0.007% among 380,000; AID 624172, 2012; note: potency is the fitted concentration of half-maximal effect; % of control where 0% means no effect
DRD3 antagonist = qHTS of D3 Dopamine Receptor Antagonist: qHTS. D(3) dopamine receptor (Homo sapiens), P35462. D3R cells, DiscoveRx beta-arrestin luminescence, antagonist mode; hits give low values. max response, negative = inhibition, %. hit rate 2.5% among 360,000. AID 652054, 2013; in the data active = max response below about -50%; inconclusive = no clear call, values can overlap the other calls; note: % is set by controls: 0 for no effect and ±100 for the full control effect; mostly tested at two doses, the higher about 12 µM
Target sequence (P35462 whole entry, looked up): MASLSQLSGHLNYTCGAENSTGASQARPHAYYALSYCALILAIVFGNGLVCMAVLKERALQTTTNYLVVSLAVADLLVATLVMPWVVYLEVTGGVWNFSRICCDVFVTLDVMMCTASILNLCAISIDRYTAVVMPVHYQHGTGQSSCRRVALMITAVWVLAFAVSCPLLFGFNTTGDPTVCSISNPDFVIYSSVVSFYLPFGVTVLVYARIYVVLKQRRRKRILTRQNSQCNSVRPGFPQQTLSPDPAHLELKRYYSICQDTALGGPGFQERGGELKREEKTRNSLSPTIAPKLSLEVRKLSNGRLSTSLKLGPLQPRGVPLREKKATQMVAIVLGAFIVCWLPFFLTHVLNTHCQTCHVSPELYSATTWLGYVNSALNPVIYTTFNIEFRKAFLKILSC
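Cells plated overnight at 1500 cells/well, then exposed to library compounds with dopamine controls for 90 minutes at 37 degrees C. DiscoveRx reagent added for 30–60 minutes at room temperature; luminescence read, quantitative HTS format.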
PI5P4K alpha inh = qHTS for Inhibitors of phosphatidylinositol 5-phosphate 4-kinase (PI5P4K); PI5P4Kalpha enzyme, ADP-Glo luminescence, 60 min; hits give low values; Phosphatidylinositol 5-phosphate 4-kinase type-2 alpha (Homo sapiens), P48426; max response, %; hit rate 1.2% among 330,000; active = max response of -50% or lower; inconclusive = between -30% and -50%; inactive = -30% or higher; note: value at the top dose of about 77 µM; % is set by controls: 0 for no effect and ±100 for the full control effect
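Compounds were pin-transferred onto PI5P4Kalpha and substrate in HEPES pH 7.4 buffer with EGTA, CHAPS and 5% DMSO. ATP (5 microM final) started the reaction, which ran 60 minutes at room temperature before ADP-Glo detection.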
PLK1 PBD block = qHTS for Inhibitors of PLK1-PDB (polo-like kinase 1 - polo-box domain): Primary Screen | Serine/threonine-protein kinase PLK1 (Homo sapiens), P53350 | hit rate 2.8% among 360,000 | Potency, µM, for the others: max response, negative = inhibition, hits mostly inhibitors | Plk1 PBD binding of FITC phosphopeptide, fluorescence polarization | AID 720504, 2013; note: potency is the fitted concentration of half-maximal effect; series mostly up to about 57 µM; % is set by controls: 0 for no effect and ±100 for the full control effect; nearly all actives have a fitted effect of over 65% in size
Target sequence (P53350 whole entry, looked up, the tested form may be a part): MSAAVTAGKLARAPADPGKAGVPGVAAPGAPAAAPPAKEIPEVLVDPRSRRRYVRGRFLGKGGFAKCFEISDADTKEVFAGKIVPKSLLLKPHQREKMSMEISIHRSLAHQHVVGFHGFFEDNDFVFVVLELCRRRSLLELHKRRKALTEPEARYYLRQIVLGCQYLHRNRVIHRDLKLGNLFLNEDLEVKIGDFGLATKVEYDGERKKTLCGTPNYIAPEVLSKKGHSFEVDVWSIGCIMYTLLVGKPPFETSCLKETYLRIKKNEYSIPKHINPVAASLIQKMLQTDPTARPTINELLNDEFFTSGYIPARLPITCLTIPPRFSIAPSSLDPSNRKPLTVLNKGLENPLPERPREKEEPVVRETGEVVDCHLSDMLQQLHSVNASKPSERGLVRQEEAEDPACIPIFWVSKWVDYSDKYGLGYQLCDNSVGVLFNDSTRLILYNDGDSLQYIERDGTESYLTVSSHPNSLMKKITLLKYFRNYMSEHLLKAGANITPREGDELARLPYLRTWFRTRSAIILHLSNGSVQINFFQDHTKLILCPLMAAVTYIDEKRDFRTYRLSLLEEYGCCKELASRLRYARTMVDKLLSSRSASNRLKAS
HEK293 tox = qHTS of GLP-1 Receptor Inverse Agonists: Cytotox Screen; HEK293 cAMP-luciferase reporter cells, luminescence, 24 h; Potency, µM (highest dose often 38.3 µM), for inactives: at the highest dose activity change, negative = inhibition, most hits filed as inhibitors; hit rate 0.13% among 410,000; AID 624418, 2012;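 note: loss of luciferase light is scored as toxicity; potency is the fitted concentration of half-maximal effect; % is set by controls: 0 for no effect and ±100 for the full control effect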
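Cells in DMEM/10% Nu serum/1% pen-strep, 1536-well format. Pre-incubated 12 h, dosed with 23 nL compound, incubated a further 24 h. Luciferase detection, 12 min at room temp, luminescence.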
GLP1R inv ag = qHTS of GLP-1 Receptor Inverse Agonists (Inhibition Mode). Glucagon-like peptide 1 receptor (Homo sapiens), P43220. HEK293 GLP-1R CRE-luciferase, luminescence, 24 h; GLP-1R form is constitutively active. Potency, µM (titrated, usually from 38.3 µM), without a hit: top-dose activity change, negative = inhibition, most hits filed as inhibitors. hit rate 1.6% among 410,000. AID 624417, 2012; note: potency is the fitted concentration of half-maximal effect; % is set by controls: 0 for no effect and ±100 for the full control effect; nearly all actives have a fitted effect of over 55% in size
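Constitutively active GLP-1R drives a cAMP-responsive luciferase in stably transfected HEK293 cells; test compounds are added after overnight (12 h) attachment and left 24 hr, and signal loss in luminescence marks inhibition.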
IL2 activator = qHTS of IL-2 Activators; hit rate 0.065% among 360,000; AID 652025, 2013; activation, % (series mostly up to about 46 µM); IL-2 activation reporter assay, cell-based qHTS; stimulated with anti-CD3/CD4/CD28 beads; in transgenic mouse T cells; in the data active = activation above about 50%; inconclusive = mostly about 30% to 49%; note: 0% is about no effect
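Readout: EGFP and DsRed signals by fluorescent plate cytometry. Unstimulated transgenic mouse T cells received compound 60 min before antibody-bead stimulation, then incubated 18 h at 37 degrees C.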
WRN helicase inh = qHTS for Inhibitors of WRN Helicase; Bifunctional 3'-5' exonuclease/ATP-dependent helicase WRN (Homo sapiens), Q14191; WRN helicase unwinding, fluorescent forked duplex, kinetic; hit rate 0.46% among 360,000; Potency, µM (series often up to 114 µM), for inactives: at the highest dose activity change, negative = inhibition, hits mostly inhibitors; AID 651768, 2012; note: potency is the fitted concentration of half-maximal effect; % is set by controls: 0 for no effect and ±100 for the full control effect; nearly all actives have a fitted effect of over 55% in size
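Enzyme (20 nM final) and test compound sit together 15 min at room temperature before substrate addition. Substrate is a single-forked duplex oligonucleotide (100 nM) labelled with fluorophore and quencher, with 2 mM ATP; helicase unwinding raises red fluorescence, read kinetically.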
DRD3 agonist = qHTS of D3 Dopamine Receptor Agonist: qHTS | D3R DiscoveRx beta-arrestin cells, luminescence, 90 min | max activation, % | hit rate 0.58% among 410,000 | AID 652048, 2013; in the data active = max activation above about 30%; note: 0% is about no effect; mostly tested at two doses, the higher about 12 µM
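Agonist-mode cell screen: cells plated at 1500/well and incubated overnight at 37 °C, then exposed to library compounds for 90 min at 37 °C. Detection reagent was added for 30–60 min at room temperature, and luminescence was read.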
* marks the source's active call; other numbers are inactive results; u = inconclusive; x = not tested or not shown; [ ] = dose if it differs, or a comment. Unless noted, calls come from the whole dose curve; as a rule, active = well fitted curve in the direction sought with a large enough effect; inconclusive = small, poorly fitted or top-dose-only effect, or another doubt; inactive = no such curve, though single readings can be large; an effect the other way counts as inactive or inconclusive.

molecule,GLP1R ag,DRD3 antagonist,PI5P4K alpha inh,PLK1 PBD block,HEK293 tox,GLP1R inv ag,IL2 activator,WRN helicase inh,DRD3 agonist
Cc1ccc(N2C(N)=C(C#N)C(c3cccnc3)C3=C2CCCC3=O)cc1 (stereo not drawn),3%,-3,-4,-8%,-20%,2%,-0.4,-22%,-7
COCC(=O)Nc1ccc2c(c1)OCC(=O)N2Cc1ccc(C)cc1,15%,4,1,-8%,2%,0%,-0.4,-2%,7
CCOC(=O)c1c(C)nn(-c2ccc(NC(=O)c3c(C)noc3C)cc2)c1C,17%,0,0,-9%,0%,18%,-0.5,15%,13
O=C(NN1C(=O)C2C(C1=O)C1C=CC2C12CC2)c1ccc(Cl)cc1 (stereo not drawn),6%,0,-1,10%,7%,2%,-1.7,-3%,18
Cc1cccc(-n2c(=O)c3ccccc3n(Cc3ccc(F)cc3)c2=O)c1,-1%,x,x,x,-8%,u,x,x,1
C=C(C)[C@@H]1CC=C(CN2CCC(N3CCC(C(=O)N4CCCC4)CC3)CC2)CC1,-2%,-7,1,-1%,u,u,-4.0,6%,-14
COc1ccccc1C(=O)Nc1nc2ccc(S(C)(=O)=O)cc2s1,4%,6,x,-5%,-13%,45%[activator],-2.1,9%,0
Cc1ccccc1NC(=S)NCC(c1cccnc1)N1CCOCC1 (stereo not drawn),-5%,-18,-7,-12%,3%,20%,-0.9,-36%[57.1 µM],-5
CCCCN(C)CCNC(=O)c1ccc(Cn2c(=O)[nH]c3cc(OC)c(OC)cc3c2=O)cc1,0%,x,x,x,5%,7%,x,x,-10
COc1ccc(C2Nc3ccccc3C(=O)N2c2ccc(Cl)cc2)cc1Cn1cc([N+](=O)[O-])cn1 (stereo not drawn),12%,6,-11,-7%,-7%,-9%,0.2,-5%,7
O=C(c1cc2ccccc2oc1=O)N1CCN(c2ncccn2)CC1,2%,3,-1,-6%,-17%,12%,0.1,6%,1
CCOc1ccc(C(O)(c2ccccc2)C(CN2CCCC2)c2ccccc2)cc1 (stereo not drawn),11%,-9,-24,6µM*,-16%,u,0.4,u,-9
COc1cccc(-n2c(=S)sc3c(=O)n(-c4ccccc4OC)c(=S)[nH]c32)c1,3%,-8,-8,u,-4%,-14%,-0.7,8%,3
CCc1nnc(NS(=O)(=O)c2ccc(N3C(=O)c4ccc(C(=O)O)cc4C3=O)cc2)s1,1%,-12,u,-10%,6%,3%,1.5,-36%[57.1 µM],2
CCCn1c(NCc2ccccc2NS(=O)(=O)c2ccc(C)cc2)nc2ccccc21,-2%,-1,3,-21%,u,u,-0.8,-25%,-12
COc1ccc(OC)c(C2C=C(c3ccc(C)c(C)c3)Nc3nnnn32)c1 (stereo not drawn),2%,0,0,1%,104%[activator],u,-0.5,5%,5
Fc1ccccc1CN1CCCN(C(=S)Nc2cccc(Cl)c2)C1,9%,-20,1,-6%,u,u,-0.5,-7%,-5
CN(C(=S)NC(=O)C1CCCC1)c1ccccc1,-5%,21,11,30µM*,14%,-22%,0.4,10%,-3
CCOC(=O)c1c(Cc2ccc(Cl)cc2)c[nH]c1C,23%,-11,27,-3%,-2%,u,-1.5,u,0
CC1=CCC2C(=O)N(c3ccc(OC(=O)c4ccco4)cc3)C(=O)C2C1 (stereo not drawn),0%,-19,-6,1%,-4%,-9%,-0.1,4%,0
O=C(O)c1ccccc1SCc1cn2ccccc2n1,0%,-1,6,-14%,14%,10%,-2.1,8%,-19
CCC(C)[C@@H](C(=O)N1CCNCC1)n1cc(CCCCN)nn1 (stereo partly drawn),-2%,-17,1,-1%,2%,8%,-0.3,10%,-10
O=S(=O)(Nc1nc(-c2ccco2)c(-c2ccco2)s1)c1ccc(F)cc1F,-2%,u,u,u,-1%,4%,-0.2,u,1
COC(=O)c1cc(S(=O)(=O)NCC2CCN(CCc3cccs3)CC2)c[nH]1,7%,6,-1,-6%,u,-23%,-0.2,-1%,-7
COc1cc([N+](=O)[O-])ccc1NC(=O)N1CCN(c2cc(-c3noc(C)n3)ccc2C)CC1,0%,x,x,x,1%,13%,x,x,-6

New compounds follow.
Fields – GLP1R ag | DRD3 antagonist | PI5P4K alpha inh | PLK1 PBD block | HEK293 tox | GLP1R inv ag | IL2 activator | WRN helicase inh | DRD3 agonist
CC(C)(C)NC(=O)CN(CCc1ccccc1)C(=O)c1csnn1
    3% | -20 | 2 | -12% | -4% | 8% | 2.0 | -27% | -6
CC1CCN(CC(O)COCCC23CC4CC(CC(C4)C2)C3)CC1 (stereo not drawn)
    0% | -57* | x | -21% | u | u | -2.4 | 6% | -21
COc1ccc(-c2nc3c(C)cc(Br)cn3c2CC(C)(C)C)cc1OC
    29% | 31 | 4 | -2% | -6% | -7% | -0.2 | -7% | 14
Cn1c(=O)cc(Cl)[nH]c1=O
    -2% | -16 | -6 | -4% | -3% | 1% | -0.1 | 8% | -5
O=C(CCc1ccccc1)NCCc1ccc(F)cc1
    4% | -5 | 0 | 3% | 0% | -2% | -0.4 | -1% | 3
CC(=O)c1ccc(S(=O)(=O)N2CCCC(N(C)CCc3ccccc3)C2)cc1 (stereo not drawn)
    0% | 2 | 2 | -21% | -11% | u | -2.6 | 0% | -18
COc1ccc(C(=O)N2CCN(c3ncnc4c(-c5ccccc5)nsc34)CC2)cc1
    9% | -3 | 8 | -2% | -14% | 1% | -1.2 | 7% | 0
CCOC(=O)c1nnn2c1nc(N1CCN(C)CC1)c1ccccc12
    15% | 15 | -10 | -13% | 4% | 47%[activator] | -1.9 | 7% | -6
CC#CCN(CC#CC)S(=O)(=O)c1ccc(-n2cnnn2)c(OC)c1
    12% | 31 | 4 | -9% | -8% | 18% | 1.5 | 4% | 1
CC(C)[C@H](NS(=O)(=O)c1ccccc1)C(=O)OCC(=O)NC(=O)NC1CCCCC1
    9% | 14 | 4 | 2% | -2% | u | 0.0 | 5% | 7
O=C(NCCc1ccc(C(F)(F)F)cc1)C1CC(=O)N(Cc2ccccc2)C1 (stereo not drawn)
    1% | -9 | -2 | 3% | 2% | -4% | 0.7 | 5% | 2
O=C1OC(c2ccccc2)=C/C1=C/N1CCCCC1
    -2% | u | x | -9% | u | -2% | -1.7 | -3% | -32
NC(=O)c1nc[nH]c1C(=O)Nc1cccc(NC(=O)c2cccc(C(F)(F)F)c2)c1
    -6% | 62 | 0 | -4% | 11% | 5% | 0.8 | -3% | 23
Cn1c(=O)c(=O)n(C)c2cc(S(=O)(=O)NCCOc3ccccc3)ccc21
    0% | 3 | 2 | -7% | -7% | 15% | 0.5 | 3% | -11
COc1ccc(NC(=O)CCCn2c(=O)c3sccc3n(Cc3ccccc3)c2=O)cc1
    6% | -27 | -7 | -13% | 10% | u | -3.6 | -10% | -19
CCN(CC)C(=O)C1CC(=O)OC1(C)C (stereo not drawn)
    2% | u | x | -6% | 6% | 1% | -2.1 | 1% | -18
O=C(/C=C/c1c(Cl)cccc1Cl)n1cccn1
    -15% | -74* | 0 | u | u | 90%[activator] | -1.4 | -18% | -8
CCCNC(=O)CCNC(=O)c1ccc(C(C)(C)C)cc1
    9% | 2 | x | -4% | 1% | 0% | -1.5 | 4% | 10
Cc1cc(S(=O)(=O)NCCCN2CCOCC2)ccc1Br
    -3% | -14 | -10 | 1% | 4% | -10% | 0.2 | 1% | -22
COc1cccc(NC(=S)/C(=C(\[O-])c2ccc([N+](=O)[O-])cc2)[n+]2ccccc2)c1
    -3% | 1 | -29 | 7.5µM* | -2% | 4% | -0.5 | 10% | -11
CC(C)C(=O)Nc1ccc(NC(=O)c2cccc(F)c2)cn1
    1% | -1 | -7 | -11% | -13% | -19% | -2.4 | 5% | 0
CCCCCOC(=O)CSc1ncnc2c1sc1nc(N3CCOCC3)c3c(c12)CCCC3
    8% | x | x | x | -1% | 8% | x | x | 4
CCCCn1c(N)c(N(CCC(C)C)C(=O)C2CCN(C(=O)c3ccccc3C)CC2)c(=O)[nH]c1=O
    3% | -18 | 2 | -8% | 15% | 2% | -0.7 | 5% | -3

Results in WRN helicase inh, PLK1 PBD block and IL2 activator, for three of the compounds above:
structure	WRN helicase inh	PLK1 PBD block	IL2 activator
CC#CCN(CC#CC)S(=O)(=O)c1ccc(-n2cnnn2)c(OC)c1	4%	-9%	1.5
CC1CCN(CC(O)COCCC23CC4CC(CC(C4)C2)C3)CC1 (stereo not drawn)	6%	-21%	-2.4
O=C(NCCc1ccc(C(F)(F)F)cc1)C1CC(=O)N(Cc2ccccc2)C1 (stereo not drawn)	5%	3%	0.7

Whole records, quoted from the list. Order of values: GLP1R ag | DRD3 antagonist | PI5P4K alpha inh | PLK1 PBD block | HEK293 tox | GLP1R inv ag | IL2 activator | WRN helicase inh | DRD3 agonist
CCOC(=O)c1nnn2c1nc(N1CCN(C)CC1)c1ccccc12 is listed with 15% | 15 | -10 | -13% | 4% | 47%[activator] | -1.9 | 7% | -6
O=C1OC(c2ccccc2)=C/C1=C/N1CCCCC1 is listed with -2% | u | x | -9% | u | -2% | -1.7 | -3% | -32
